From PubChem
mABHD4 FP: ABHD4 inhibitors, primary screen, biochemical, fluorescence polarization, mouse. (Lyso)-N-acylphosphatidylethanolamine lipase (Mus musculus), Q8VD66. purified mABHD4, FP-Rh probe fluorescence polarization. inhibition, % at 8.92 µM. hit rate 0.54% among 370,000. AID 720543, 2013;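 active means inhibition exceeding the mean over every tested compound plus 3 SD, cut at about 30% in these data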;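 further: 0% = plate median of compound wells and 100% = S159A mutant with DMSO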
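Test system: mABHD4 protein; Read-out basis: % inhibition; Incubation: 45 min + 60 min at 25 °C; Repeats: single replicate; Technique: fluorescence polarization with parallel and perpendicular emission, 525/598 nm; Compound: 8.92 µM, single dose; Benchmarks: full inhibition S159A mutant plus DMSO, zero as sample-well median.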
PRMT1 FP inh: PRMT1 methyltransferase inhibitors, primary screen, biochemical, fluorescence polarization | Protein arginine N-methyltransferase 1 (Homo sapiens), Q99873 | recombinant PRMT1, activity-based probe fluorescence polarization | inhibition, % at 2.79 µM | hit rate 1.3% among 370,000 | AID 652257, 2013;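 active means inhibition above about 21% made by adding two undisclosed values, limit read from the data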
SIAE inh: human SIAE inhibitors, primary screen, biochemical, fluorescence polarization, FP-Rh probe, 1536-well HTS. Sialate O-acetylesterase (Homo sapiens), Q9HAT2. SIAE FP-Rh probe binding. inhibition, % at 9.66 µM. hit rate 0.69% among 370,000. AID 1053197, 2014;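 active means inhibition above a cutoff: mean of compounds within the control limits plus 3 SD of those, cut at about 17% in these data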;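 further: 0% = plate median of compound wells and 100% = probe without SIAE protein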
Target sequence (Q9HAT2 whole entry, looked up): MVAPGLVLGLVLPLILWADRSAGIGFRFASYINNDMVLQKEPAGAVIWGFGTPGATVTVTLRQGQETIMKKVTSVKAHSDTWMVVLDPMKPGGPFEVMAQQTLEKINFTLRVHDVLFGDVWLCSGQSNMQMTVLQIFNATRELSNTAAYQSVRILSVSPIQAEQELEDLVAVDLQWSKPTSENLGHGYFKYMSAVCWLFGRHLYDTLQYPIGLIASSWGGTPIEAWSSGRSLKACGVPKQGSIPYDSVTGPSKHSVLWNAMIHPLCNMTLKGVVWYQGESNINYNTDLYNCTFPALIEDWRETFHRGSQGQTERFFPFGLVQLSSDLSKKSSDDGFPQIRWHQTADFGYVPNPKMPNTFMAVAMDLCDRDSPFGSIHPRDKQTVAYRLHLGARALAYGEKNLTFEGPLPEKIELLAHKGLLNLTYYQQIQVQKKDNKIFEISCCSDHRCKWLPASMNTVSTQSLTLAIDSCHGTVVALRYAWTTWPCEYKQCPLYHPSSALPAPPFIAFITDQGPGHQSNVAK
TCR-CD3 inh: inhibitors of human TCR-CD3 interaction, primary screen, biochemical, fluorescence, TAMRA-labeled TCR probe. hit rate 0.37% among 360,000. inhibition, % at 9.4 µM. T-cell receptor (TCR); in the data active means inhibition above about 19%;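 further: recombinant mutant TCR 2C K166C tagged with TAMRA read by polarization; 0% = receptor in buffer alone and 100% = receptor with positive control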
MBD2 inh: inhibitors of MBD2 binding to methylated DNA, primary screen, biochemical, TR-FRET, DNA-binding domain, human; Methyl-CpG-binding domain protein 2 (Homo sapiens), Q9UBB5; MBD2 binding to methylated oligonucleotide; inhibition, % at 4.4 µM; hit rate 0.31% among 370,000; AID 686964, 2013; in the data active means inhibition above about 13%
Target sequence (Q9UBB5 whole entry, looked up, the tested form may be a part): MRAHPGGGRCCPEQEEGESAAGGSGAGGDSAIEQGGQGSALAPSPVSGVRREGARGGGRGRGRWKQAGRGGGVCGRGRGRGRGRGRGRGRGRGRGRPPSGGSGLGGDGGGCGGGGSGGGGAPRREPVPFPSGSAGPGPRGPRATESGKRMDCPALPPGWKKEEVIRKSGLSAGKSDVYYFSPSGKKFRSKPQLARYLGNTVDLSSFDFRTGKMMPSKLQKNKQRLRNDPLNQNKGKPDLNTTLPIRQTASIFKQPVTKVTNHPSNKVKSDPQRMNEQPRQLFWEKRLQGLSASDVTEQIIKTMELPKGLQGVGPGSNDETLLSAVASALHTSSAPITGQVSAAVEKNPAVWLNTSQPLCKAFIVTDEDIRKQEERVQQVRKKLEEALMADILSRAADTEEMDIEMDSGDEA
HTRA1 inh: HTRA1 serine protease inhibitors, primary screen, biochemical, fluorescence polarization, HTS; inhibition, % at 5.96 µM; AID 504803, 2011; hit rate 0.5% among 340,000; Q92743; recombinant HTRA1, FP-rhodamine activity-based probe; in the data active means inhibition above about 36%;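 further: 0% = enzyme with DMSO and 100% = wells lacking enzyme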
GC-A act: GC-A stimulated cGMP production enhancers – HEK293 GC-A cells, cGMP TR-FRET, EC30 ANP, primary screen | Atrial natriuretic peptide receptor 1 (Homo sapiens), P16066 | 0% at EC30 ANP, 100% saturating ANP | activation, % at 10 µM | hit rate 0.14% among 370,000 | AID 1671463, 2021; in the data active means activation above about 40%
UHRF1 MBD2 ctr: UHRF1 methylated DNA binding inhibitors, primary screen, counter-screen for MBD2 inhibitor project, biochemical, TR-FRET, human UHRF1, single concentration | E3 ubiquitin-protein ligase UHRF1 (Homo sapiens), Q96T88 | UHRF1 binding to methylated oligo | inhibition, % at 4.4 µM | hit rate 0.75% among 370,000; in the data active means inhibition above about 21%;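 further: UHRF1 SRA domain binding a hemimethylated CpG hairpin DNA probe; 0% = median of test compound wells and 100% = reference inhibitor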
GC-B act: human GC-B receptor activators, primary screen, HEK293 GC-B cells, cGMP TR-FRET, EC30 CNP; Atrial natriuretic peptide receptor 2 (Homo sapiens), P20594; hit rate 0.11% among 370,000; activation, % at 10 µM; 0% at EC30 CNP, 100% saturating CNP; AID 1920062, 2024;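 active means activation at 10 µM reaching about 35% in either raw or pattern-adjusted values, limit read from the data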
rCAG RNA binder: binders of r(CAG) RNA repeats, primary screen, biochemical, fluorescence; AID 651821, 2012; inhibition, % at 3 µM; hit rate 1.3% among 370,000; r(CAG) RNA repeat, TO-PRO-1 dye displacement fluorescence;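 active means inhibition above the plate cutoff, the mean of all test compounds on that plate plus 3 SD, cut at about 35% in these data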;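 further: 0% = DMSO alone and 100% = 100 µM mitoxantrone as full dye displacement; higher means more dye released from RNA so lower well fluorescence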
* = called active by the depositor; . = no result given. This is a subset; rates above refer to the full screens.

SMILES	mABHD4 FP	PRMT1 FP inh	SIAE inh	TCR-CD3 inh	MBD2 inh	HTRA1 inh	GC-A act	UHRF1 MBD2 ctr	GC-B act	rCAG RNA binder
CN1CCN(c2ccc(C=O)cc2)CC1	0	-4	-2	5	4	-2	1	-1	-5	2
O=[N+]([O-])c1nccn1CC(O)CN1CC1 (stereo not drawn)	-7	2	1	-2	0	.	2	2	3	6
CCCNC(=O)N1[C@H]2CC[C@@H]1C(C(=O)OC)=C(c1ccc(F)cc1F)C2	-1	-2	6	1	3	-3	2	0	14	-5
CCOP(=O)(OCC)C(CC)N1CCOCC1 (stereo not drawn)	-1	-1	-1	-1	4	1	.	0	.	-4
CCOC(=O)C1(c2ccccc2)CCN(CC(O)c2ccc(NC(C)=O)cc2)CC1 (stereo not drawn)	4	-1	9	-8	-2	-8	1	-2	-1	-3
Cc1cccc(OCC(=O)N2CCN(Cc3ccncc3)CC2)c1	13	3	2	-9	-1	-5	-1	7	-4	1
CCC1(CCc2ccncc2)C(=O)NC(=O)NC1=O	5	2	2	0	1	7	-2	-1	-2	0
C[n+]1c(-c2ccccc2)cc(CCCCc2cc(-c3ccccc3)[n+](C)c(-c3ccccc3)c2)cc1-c1ccccc1	-1	-2	-4	0	0	6	-28	0	3	10
COc1ccc(Cn2c(O)c(/C=N/NC(=O)c3ccccc3)c(=O)[nH]c2=O)cc1	-1	5	5	3	0	10	0	-4	0	30
O=P(Oc1ccccc1)(N1CCOCC1)N1CCOCC1	5	0	-3	-2	5	4	2	-2	1	5
CCCCc1ccc(NC2=NCCCS2)cc1	5	1	6	-5	8	2	-1	6	3	1
CN(C)CCSC1c2ccccc2CSc2ccccc21 (stereo not drawn)	2	1	0	0	-6	.	-11	0	-6	-1
COC(=O)C1=C(c2ccccc2)C[C@@H]2CC[C@H]1N2C(=O)N1CCC(O)CC1	10	-4	-12	5	-2	-9	4	1	2	-3
Cc1ccccc1-n1c(O)c(/C=C2/C(c3ccccc3)=Nc3ccccc32)c(=O)[nH]c1=O	-3	1	-6	-1	-5	-5	-6	-7	-15	4
COCCCNP1(=O)OCC(C)([N+](=O)[O-])CO1 (stereo not drawn)	-7	-4	-6	3	-7	4	3	1	4	-1
CN1CCCN(C(=O)COc2ccc(F)cc2Cl)CC1	1	-2	12	9	-4	5	4	-2	3	-1
O=C1NCN(c2ccccc2)C12CCN(C(c1ccnc3ccccc13)c1nnnn1C1CCCCC1)CC2 (stereo not drawn)	3	-8	2	8	-6	.	-5	-3	-11	6
CN(C)C1(c2nnnn2-c2ccc(Cl)cc2)CCCCC1	-1	-2	-4	5	0	4	-1	1	0	-2
FC(F)(F)c1ccccc1CCN1CCNCC1	3	0	-2	3	0	6	2	0	3	0
CN(C(=O)c1ccco1)C1(c2ccccc2Cl)CCCCC1=O (stereo not drawn)	-6	-2	4	3	2	-2	-3	2	2	0
C1CCCN(C2CCNCC2)CC1	2	-2	2	3	-1	5	1	0	2	-2
O=c1[nH]c(=S)n(C2CC2)c(O)c1C=NCc1ccc(F)cc1	0	1	-5	-8	3	7	1	2	1	-1
COc1cc(O)cc2c1C(=O)OC(C)CCCC(=O)CCC/C=C\2 (stereo not drawn)	-2	0	6	-1	-1	2	0	4	3	1
COc1cc(C=C2C(=O)NC(=O)NC2=O)ccc1O	0	-3	4	-2	-8	3	0	-8	1	-5
CCC(C)N1C(=O)/C(=C\c2cnc(N(C)C)nc2)C(=O)NC1=S (stereo not drawn)	2	-1	-7	-8	-1	-17	3	2	4	-1
COc1cccc(-n2c(=S)[nH]c3ccccc3c2=O)c1	-11	-2	12	1	-6	-4	1	2	-1	3
CC(=O)OC1N=C(c2ccccc2)c2cc(C)ccc2NC1=O (stereo not drawn)	0	-1	5	6	-3	6	-30	0	-6	-4
COc1ccc(-n2nnnc2C(CCc2ccccc2)N2CCC(n3c(=O)[nH]c4ccccc43)CC2)cc1 (stereo not drawn)	-12	-2	-2	5	1	.	-4	0	10	14
CC(C)N1CCN(Cc2cccc([N+](=O)[O-])c2)CC1	7	1	-4	-3	3	1	0	-2	1	2
CC(=O)Nc1nc(CCl)cs1	1	0	-4	2	-1	0	5	-1	-1	1
CC[C@@]1(O)C(=O)OCc2c1cc1n(c2=O)Cc2cc3c(NC(=O)CN)cccc3nc2-1	6	4	-9	-2	0	6	11	-6	-1	10
CCCC/C(=N/O)c1c(C)[nH]c2ccccc12	6	1	3	2	2	2	6	1	-9	-2
COCCCn1c(N)c(C(=O)NCc2ccco2)c2nc3ccccc3nc21	7	12	-2	-9	13	.	-2	16	-4	8
CCOP(=O)(OCC)C(NC(=O)c1ccccc1)C(Cl)(Cl)Cl (stereo not drawn)	-3	0	3	0	-2	-2	2	1	1	-5
O=P(Oc1ccccc1)(Oc1ccccc1)N1CCOCC1	-1	-2	-2	1	0	5	-4	-1	-3	0
Brc1ccc2c(c1)CN(CC1CCCCC1)Cc1cnnn1-2	2	3	-1	-1	-3	.	-3	-2	-8	5
CCCc1cc(=O)oc2cc(OCC(=O)N3C[C@H]4C[C@@H](C3)c3cccc(=O)n3C4)ccc12	5	0	-4	3	-1	3	5	0	4	-2
COc1ccc(Br)cc1CN1CCN(C(=O)Cc2ccccc2)CC1	2	0	7	-6	-1	-1	0	5	-5	0
CC(=O)N1CC(=O)Nc2ccc(C)cc2C1c1ccccc1 (stereo not drawn)	1	-4	-3	4	-6	1	-2	-1	5	-1
Cc1ccc(N2C(=O)/C(=C/N3CCN(C(=O)c4ccco4)CC3)C(=O)NC2=S)cc1C	-13	5	12	-25	-5	-4	1	-1	-3	25
COC(=O)C(O)(c1ccc(N(C)C(=O)COc2ccccc2)cc1)C(F)(F)F (stereo not drawn)	-6	-2	-7	3	3	-1	0	0	1	-4
Cc1cccc(NP2(=O)NCCCN2)c1	2	2	11	-5	0	0	5	-2	1	0
Cc1cc(C(=O)CS(=O)(=O)c2ccccc2)cc(C)c1OC(=O)N(C)C	-2	-1	8	5	-1	5	2	1	2	-1
CC(=CCOc1ccc2ccc(=O)oc2c1)C1=CC(=O)C(C)(C)O1	-2	2	4	-1	0	2	0	1	0	1
CC1=C2C(=O)C3C(CC=C4CC(OC5OC(O)C(O)C(O)C5CO)CCC43C)C2CCC12OC1CC(C)CNC1C2C (stereo not drawn)	2	-5	-2	9	-4	9	1	1	1	-6
COc1cc2c(C(=O)N3CCN(C)CC3)c(C)n(C)c2cc1Br	-1	6	1	1	4	2	3	0	2	-1
COc1ccc(C2C(C#N)=C(N)Oc3c2c(=O)oc2ccccc32)cc1Cn1cc([N+](=O)[O-])cn1 (stereo not drawn)	-10	0	-6	-8	1	-20	1	5	-2	30
C=CCn1c(O)c(C(CC)=NCCc2c[nH]c3ccccc23)c(=O)[nH]c1=O	3	7	4	-7	9	-5	8	1	17	-2
CCC/C(=N\O)c1c[nH]c2ccccc12	2	-2	0	3	-6	1	-5	-3	-6	3
O=Cc1c(C(=O)O)n(Cc2ccccc2Cl)c2ccccc12	-10	-1	-10	-4	-8	0	-3	3	-1	3

Full records, looked up by structure. Order of values: mABHD4 FP, PRMT1 FP inh, SIAE inh, TCR-CD3 inh, MBD2 inh, HTRA1 inh, GC-A act, UHRF1 MBD2 ctr, GC-B act, rCAG RNA binder
COc1ccc(C2C(C#N)=C(N)Oc3c2c(=O)oc2ccccc32)cc1Cn1cc([N+](=O)[O-])cn1 (stereo not drawn) across the screens: -10, 0, -6, -8, 1, -20, 1, 5, -2, 30
O=Cc1c(C(=O)O)n(Cc2ccccc2Cl)c2ccccc12 across the screens: -10, -1, -10, -4, -8, 0, -3, 3, -1, 3

(continued)
SMILES	mABHD4 FP	PRMT1 FP inh	SIAE inh	TCR-CD3 inh	MBD2 inh	HTRA1 inh	GC-A act	UHRF1 MBD2 ctr	GC-B act	rCAG RNA binder
O=c1[nH]c(O)c(N=Nc2ccc3c(c2)OCCO3)c(=O)[nH]1	-2	-2	17*	4	-6	4	-8	-6	-8	-1
CCN(CC)c1ccccc1	-6	-3	0	-4	0	-5	0	4	-4	2
Cc1sc2c(c1C)C(c1cccs1)=NCC(=O)N2CC(=O)NCc1cccs1	5	-2	2	2	-3	-10	-11	-1	-3	-4
CN(C)c1ccc(/C=C2\C(=O)NC(=O)N(Cc3ccc(F)cc3)C2=O)cc1	-2	18	-58	-40	-5	-11	30	-4	1	11
CCC1(CC(C)C)C(=O)NC(=S)NC1=O	-7	2	-1	3	4	5	-2	0	2	2
CC(C)c1ccc(C(c2c(O)c3ccccc3oc2=O)c2c(O)c3ccccc3oc2=O)cc1	-151	1	-101	0	-8	-136	0	-1	2	94*
O=C(c1cc(-c2cccnc2)nc2ccccc12)N1CCC2(CC1)OCCO2	4	0	5	-7	1	5	-2	1	5	-1
Cn1c(O)c(C=Nc2ccc(Cl)cc2)c(=O)n(C)c1=O	-3	9	11	-2	4	2	1	0	1	-3
Cc1ccc(/C=C2\C(=O)NC(=S)N(c3ccc(F)cc3)C2=O)o1	10	7	8	-6	-2	5	1	-2	3	26
O=C(c1cc(C(=O)NCc2ccc(Cl)cc2)c(=O)n(Cc2ccc(Cl)cc2)c1)c1cc(F)ccc1O	-4	1	-39	-4	-4	-42	-1	-2	1	6
CCc1cc(=O)oc2cc(C)cc(OCC(=O)N3CCC(C(=O)O)(c4ccccc4)CC3)c12	4	5	-12	-3	6	2	-1	2	0	15
CCOC(=O)c1ccc(N=Cc2c(O)n(-c3ccccc3F)c(=S)[nH]c2=O)cc1	-80	0	-192	-74	1	-78	1	1	-1	0
CCc1ccc(C2=NN(CCC(=O)N3CCC4(CC3)OCCO4)C(=O)CC2)cc1	-6	-7	-3	3	-3	2	0	10	3	-7
CN(C)/C=C1/C(=O)NC(=O)N(CCNc2ncc(C(F)(F)F)cc2Cl)C1=O	-6	2	6	5	2	-12	-3	-3	-7	25
C=CCN1Cc2ccccc2-n2nncc2C1	4	3	-1	-5	-1	.	1	-1	6	0
COC(=O)C(O)(c1ccc(N(C)C(=O)c2cccs2)cc1)C(F)(F)F (stereo not drawn)	-1	-2	4	2	0	2	1	0	3	-4
Cc1ccc(NC(=O)c2cc(-c3ccccc3)n(CCCN3CCOCC3)c2C)cc1	-2	-4	-6	2	-1	.	5	-2	2	-5
COC(=O)C1=C(c2ccc(OC)c(OC)c2)C[C@@H]2CC[C@H]1N2C(=O)NCc1cccc2ccccc12	4	3	-3	2	1	-8	-6	-1	-2	-6
O=[N+]([O-])/C=C/c1c(Cl)cccc1Cl	14	3	0	-10	-2	3	10	2	6	4
CC(C(=O)N1CCC2(CC1)OCCO2)C1Sc2ccccc2NC1=O (stereo not drawn)	0	4	-4	-7	8	6	7	9	-6	-2
CC(Cc1ccccc1)NC(=O)Cc1ccc(N(C)C)cc1 (stereo not drawn)	3	-1	8	7	0	0	-2	-3	3	-3
